# Compound activity (PubChem)
# HP1b chromo inh = inhibitors of HP1-beta chromodomain binding to methylated histone tails; P83916; AlphaScreen HP1-beta / biotin-H3K9me3 peptide binding; Potency, µM (titrated, usually from 114 µM), for the others: top-dose activity change, negative = inhibition, hits mostly inhibitors; actives 0.56% (n = 390,000); AID 540317; further: potency means the concentration at half of the fitted maximal effect; nearly all actives have a fitted effect of over 70% in size; inactives centre near 23
#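 Compound inhibition of the preformed complex between 50 nM HP1-beta and 50 nM biotinylated H3K9me3 peptide was read by AlphaScreen. Buffer was PBS pH 7.4 with 0.01% Tween-20. Incubations ran 30 min at room temperature, with 10 ug/mL donor/acceptor beads.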
# ERG Ets-DNA blk = blocks human ERG Ets domain binding to DNA; fluorescence polarization, His-ERG Ets domain / labelled DNA; Potency, µM (highest dose often 76.9 µM), for inactives: at the top dose FP activity, negative = inhibition, actives largely listed as inhibitors; actives 0.028% (n = 370,000); AID 624246; active means well fitted inhibition curve with a large enough effect in the polarisation, with a control signal flat; inconclusive means small, poorly fitted or top-dose-only effect, or effect the other way, or a change in a side signal; inactive means no such curve, though single readings can be large or run the other way; the % refers to the polarisation;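 further: polarization taken with two DNA probes labelled with fluorescein and Texas red; potency means the concentration at half of the fitted maximal effect; % of control where 0% means no effect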
#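 His-tagged ERG Ets domain (1 uM in the protein solution; 300mM KCl, 50mM Tris-HCl, 1mM EDTA, 1mM DTT, pH 7.5) received compound, then a probe mix of 5 nM fluorescein-DNA and 100nM Texas-615-DNA. Fluorescence polarization was read for both dyes.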
# BAZ2B inh = inhibitors of human BAZ2B bromodomain; Q9UIF8; AlphaScreen BAZ2B-H3K14Ac peptide displacement; Potency, µM (titrated, usually from 114 µM), without a hit: top-dose activity change, negative = inhibition, actives largely listed as inhibitors; actives 4.4% (n = 360,000); AID 504333; further: potency means the concentration at half of the fitted maximal effect; on the % scale 0 is the no-effect control and ±100 the full control effect; nearly all actives have a fitted effect of over 60% in size
#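 Compounds, titrated to a top concentration of 110 uM, were incubated 30 min at room temperature with preformed BAZ2B/acetyl-K14 H3 peptide complex (50 nM each). Proximity signal was measured by AlphaScreen after 20 min with beads.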
# PI4K2A block = inhibitors of human PI4K2A; Q9BTU6; purified PI4K2A, ADP-Glo luminescence, 1 h; active compounds read low; activity change, negative = inhibition, % at 76.9 µM; actives 0.13% (n = 420,000); in the data active means activity change below about -50%; inconclusive means mostly about -30% to -49%;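 further: -100% = wells without enzyme as full effect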
#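 PI4K2A activity was measured by ADP-Glo luminescence: enzyme (4 ug/mL stock) and phosphatidylinositol (1.2 mM stock) in Tris pH 7.5/MgCl2/EGTA/Triton X-100 buffer were reacted with ATP (300 microM stock) for one hour at ambient temperature.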
# G9a block = inhibitors of human histone lysine methyltransferase G9a. Q96KQ7. G9a H3K9 monomethylation, AlphaScreen, 2 h. actives 8.8% (n = 350,000). Potency, µM (top dose mostly 102 µM), for inactives: at the top dose activity, negative = inhibition, most hits filed as inhibitors; further: potency means the concentration at half of the fitted maximal effect; on the % scale 0 is the no-effect control and ±100 the full control effect; nearly all actives have a fitted effect of over 75% in size
#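 Signal arises when biotinylated H3K9 peptide, once monomethylated, bridges streptavidin donor and antibody-captured acceptor beads. Enzyme at 20 nM was preincubated 15 min with test compounds; peptide 500 nM and SAM 20 uM then reacted for 2 h.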
# Tb PGK inh = blocks T. brucei phosphoglycerate kinase; PGK/GAPDH coupled, Kinase-Glo luminescence, 60 min; Potency, µM (doses to about 57.5 µM), without a hit: at the top dose activity change, negative = inhibition, hits mostly inhibitors; actives 0.043% (n = 380,000); further: potency means the concentration at half of the fitted maximal effect; on the % scale 0 is the no-effect control and ±100 the full control effect; nearly all actives have a fitted effect of over 60% in size
#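 Recombinant glycosomal PGK reaction used 1,3-bisphosphoglycerate generated in-well by GAPDH (100nM final) in 100mM TEA pH 7.6, 5mM MgCl2, 0.01% Tween-20. After 60 minutes at room temperature, ATP was read by Kinase-Glo Plus luminescence end-point.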
# GLS inh = inhibitors of human glutaminase (GLS) | O94925 | GLS enzymatic activity, qHTS titration | actives 0.21% (n = 410,000) | Potency, µM (series often up to 45.5 µM), for inactives: at the highest dose activity change, negative = inhibition, most hits filed as inhibitors; further: potency means the concentration at half of the fitted maximal effect; on the % scale 0 is the no-effect control and ±100 the full control effect
#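 Two-point fluorescence kinetic (t0, 30 min RT) for hKGA; glutamate detected via glutamate oxidase–HRP–Amplex Red. Substrate: 1 mM L-glutamine solution; buffer 45 mM KH2PO4, pH 8.2.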
# JMJD2A Tudor inh = blocks the human JMJD2A Tudor domain. actives 4.4% (n = 390,000). AlphaScreen JMJD2A-Tudor / H3K4me3 peptide binding. Potency, µM (highest dose often 114 µM), for inactives: top-dose activity change, negative = inhibition, actives largely listed as inhibitors. O75164; further: potency means the concentration at half of the fitted maximal effect; on the % scale 0 is the no-effect control and ±100 the full control effect; nearly all actives have a fitted effect of over 50% in size
# Target sequence (O75164 whole entry, looked up, the tested form may be a part): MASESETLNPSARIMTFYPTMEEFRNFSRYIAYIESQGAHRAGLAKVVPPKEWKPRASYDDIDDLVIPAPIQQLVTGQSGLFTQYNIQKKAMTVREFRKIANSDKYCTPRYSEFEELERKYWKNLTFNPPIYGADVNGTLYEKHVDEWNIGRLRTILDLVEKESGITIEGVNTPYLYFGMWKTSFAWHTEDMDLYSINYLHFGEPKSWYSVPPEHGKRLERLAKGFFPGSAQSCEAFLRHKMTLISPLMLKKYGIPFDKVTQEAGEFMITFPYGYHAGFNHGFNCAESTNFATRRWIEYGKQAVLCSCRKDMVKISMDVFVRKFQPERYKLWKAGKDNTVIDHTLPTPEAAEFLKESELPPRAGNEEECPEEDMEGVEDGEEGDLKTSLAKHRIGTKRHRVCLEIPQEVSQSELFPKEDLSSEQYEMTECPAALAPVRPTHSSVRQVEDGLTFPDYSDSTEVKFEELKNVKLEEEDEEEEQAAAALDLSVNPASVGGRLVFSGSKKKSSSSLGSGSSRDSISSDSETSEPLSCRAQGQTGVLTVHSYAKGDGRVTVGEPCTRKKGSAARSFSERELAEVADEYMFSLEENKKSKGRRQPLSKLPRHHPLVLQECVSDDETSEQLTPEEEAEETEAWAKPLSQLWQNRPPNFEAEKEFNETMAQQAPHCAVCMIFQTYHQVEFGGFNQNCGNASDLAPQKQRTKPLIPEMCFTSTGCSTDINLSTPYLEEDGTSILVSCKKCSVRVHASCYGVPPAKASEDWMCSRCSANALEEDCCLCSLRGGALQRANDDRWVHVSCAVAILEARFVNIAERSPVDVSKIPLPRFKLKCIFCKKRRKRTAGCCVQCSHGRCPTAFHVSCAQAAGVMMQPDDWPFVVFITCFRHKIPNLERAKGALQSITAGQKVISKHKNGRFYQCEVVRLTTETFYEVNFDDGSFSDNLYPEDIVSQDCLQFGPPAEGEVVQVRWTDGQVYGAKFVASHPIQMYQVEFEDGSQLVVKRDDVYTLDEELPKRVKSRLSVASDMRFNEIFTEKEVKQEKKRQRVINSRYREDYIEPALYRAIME
# Pin1 inh = blocks the human prolyl isomerase Pin1; Potency, µM (doses to about 115 µM), without a hit: at the top dose activity, negative = inhibition, hits mostly inhibitors; actives 0.009% (n = 390,000); Pin1 FP peptide displacement, HiFluor488, 10 min; Q13526; active means well fitted inhibition curve with a large enough effect in the polarisation, with a control signal flat, not every such curve was filed as active; inconclusive means small, poorly fitted or top-dose-only effect, or effect the other way, or a change in a side signal; inactive means no such curve, though single readings can be large or run the other way; the % refers to the polarisation; further: potency means the concentration at half of the fitted maximal effect; on the % scale 0 is the no-effect control and ±100 the full control effect
# Active calls of the source: *; i = inactive; ? = inconclusive; · = not tested or not shown; & = joins results of further samples; [ ] = remark or other dose. Unless noted, the call rests on the fitted dose curve; in most records, active means well fitted curve in the direction sought with a large enough effect; inconclusive means small, poorly fitted or top-dose-only effect, or another doubt; inactive means no such curve, though single readings can be large; an effect the other way counts as inactive or inconclusive. The order is random; about 11% have a hit in one of these screens.
SMILES,HP1b chromo inh,ERG Ets-DNA blk,BAZ2B inh,PI4K2A block,G9a block,Tb PGK inh,GLS inh,JMJD2A Tudor inh,Pin1 inh
Cn1cc2ccc([N+](=O)[O-])cc2n1,26.4%,-2.2%,-0.1%,-0.7,3.4%,1.2%,0.0%,-1.7%,-5.2%
CC(C)(C)c1cc[n+](C2=C([O-])c3ccccc3C(=O)/C2=N\S(=O)(=O)c2ccccc2)cc1,25.2%,-6.2%,-36.5%,-5.6,·,-2.6%,2.5%,-0.7%,4.7%
CCOC(=O)c1cccc(NC(=O)C2CCN(c3ncnc4c3nc3n4CCCCC3)CC2)c1,37.8%,0.5%,?,1.8,8.9%,-1.5%,1.3%,-11.1%,-0.9%
COc1cccc(C(=O)N2CCN(C(=O)C3CC3)CC2)c1,-9.7%,-15.5%,5.0%,2.1,13.7%,-4.5%,-1.8%,-12.4%,-6.4%
CCCCN(C(=O)Cn1ncc(Cl)c(Cl)c1=O)c1c(N)n(CC(C)C)c(=O)[nH]c1=O,-5.5%,7.4%,-14.1%,-26.1,-34.5%,-11.5%,33.8%[activator],-21.3%[11.4 µM],?
CCOc1ccc(NC(=O)c2ccc(F)c(S(=O)(=O)NCc3ccc4c(c3)OCO4)c2)cc1,5.0%,3.5%,3.9%,8.5,-1.2%[59 µM],-1.8%,-6.9%,-18.0%,-1.3%
Cc1ccc(NC(=O)N2CCN(C)CC2)cc1NC(=O)N1CCN(C)CC1,12.0%,4.3%,-24.2%,-12.5,-4.2%,i,1.5%,-2.8%,-8.2%
Cc1cc(C)nc(NS(=O)(=O)c2ccc(NC(=O)CSc3ncn[nH]3)cc2)n1,-4.9%,2.6%,-11.0%,-4.4,-1.9%,i,5.8%,?,0.2%
CCn1c(SCC(=O)N2CCC(C)CC2)nnc1-c1ccc(S(=O)(=O)N2CCN(C)CC2)cc1,15.7%,2.8%,-2.8%,2.0,16.7%[59 µM],-2.7%,·,-1.1%,-1.6%
Cc1ccc(-c2nc3ccc(Cl)cn3c2Nc2ccc3c(c2)OCCO3)o1,13.3%,-1.0%,-20.4%,0.8,?,·,-1.7%,-13.0%,1.7%
COc1ccc(CN2C(=O)c3ccccc3C2=O)cc1C(=O)Nc1ccccc1N1CCOCC1,8.5%,-4.6%,·,0.6,2.3%,-0.4%,-3.6%,?,3.4%
CCOC(=O)CCCOC(=O)c1ccc(S(=O)(=O)N(C)C)cc1,90.2%[activator],-8.7%,6.3%,-0.4,-12.7%[59 µM],-5.4%,-4.3%,0.8%[57.1 µM],-2.6%
CCn1nc([N+](=O)[O-])c2c(-c3nc4ccccc4o3)c(N)n(CCCOC)c2c1=O,-1.3%,5.7%,56.2µM*,-0.4,?,-7.5%,0.5%,?,?
C=CCOc1ccc(NC(=O)C2CC(=O)N(C(C)C)C2)cc1 (stereo unspecified),23.8%,4.7%,-3.7%,1.0,-40.6%[12.7 µM],-7.5%,-3.1%,-14.2%[57.1 µM],0.9%
O=C(COc1ccccc1Cl)NCCNC(=O)c1cccnc1,17.0%,6.1%,-1.2%,1.1,19.5%,-6.8%,-22.9%,0.7%,-6.0%
CC1CCc2sc(C(=O)Nc3ccc(C(N)=O)cc3)cc2C1 (stereo unspecified),-8.2%,0.2%,-12.0%,-0.5,-9.7%,-1.8%,12.9%,-8.5%,6.7%
CCCCOn1c(C)c(C(=O)OCC)c2c3nonc3ccc21,171.6%[activator],4.4%,·,-2.0,·,-6.4%,3.0%,96.2%[activator],?
O=C(Nc1cc2c(oc1=O)CCCC2=O)c1cccc(Cl)c1,9.7%,-1.0%,-23.2%,2.3,-11.3%,1.5%,-3.3%,-6.7%,0.4%
Cc1nn(-c2ccccc2)c(Cl)c1C(=O)OC(C)C(=O)NC(=O)NC1CCCCC1 (stereo unspecified),4.1%,-12.0%,14.0%,3.3,?,-2.6%,1.4%,-11.4%,?
Cc1ccccc1-n1ncc2c1CC(C)(C)CC2NC(=O)CCn1cncn1 (stereo unspecified),50.9%[activator],-1.7%,3.4%,-9.7,4.1%[12.7 µM],-9.8%,-4.5%,-6.9%,-7.7%
O=S(=O)(c1c(F)cccc1F)N1CCN(C(=S)NCc2ccc3c(c2)OCO3)CC1,-5.9%,11.8%,-29.1%,5.8,31.6µM*,-6.5%,-14.7%,-11.2%,2.6%
Cn1c(NC(=O)c2cccc(Cn3cc(Cl)cn3)c2)nc2ccccc21,30.2%,4.4%,-1.0%,1.1,8.9%[12.7 µM],-1.5%,1.3%,1.9%,10.6%
Cc1ccc(CNC(=O)C(NS(=O)(=O)c2cccc3nsnc23)C(C)C)cc1 (stereo unspecified),·,14.6%,-27.0%,-3.7,?,-7.8%,-1.3%,-22.6%,4.1%
Cc1ccc(C(=O)Nc2ccc3[nH]c(=O)[nH]c3c2)c(C)c1,33.6%,0.7%,9.4%,-4.3,-40.5%,i,-0.5%,2.6%,-4.6%
C=CCNC(=O)CC(=O)N/N=C/c1ccccc1F,24.9%,·,-28.8%,1.6,?,-1.3%,-11.2%,-3.7%,-5.0%
CCOc1ccc2c(c1)c(=O)c(S(=O)(=O)c1ccccc1)cn2CC(=O)Nc1ccccc1OC,9.5%,1.2%,-6.8%,12.3,-2.1%[59 µM],-6.5%,-0.3%,-16.9%,12.1%
c1ccc2c3c(c(CN4CCCCC4)cc2c1)COC3,17.5%,-11.4%,?,-0.2,-11.6%[12.7 µM],-2.0%,-7.1%,4.0%,2.3%
COc1cc(C(=O)NCC(=O)OCc2ccc(F)cc2)cc(OC)c1OC,23.8%,-1.2%,·,-2.8,·,i,-1.2%,1.0%,0.3%
O=S(=O)(c1ccc2ccccc2c1)N1CCCOC1,23.7%,1.7%,18.8%,-3.0,8.8%[59 µM],-3.2%,-7.1%,2.7%,-1.2%
c1csc(-c2nnc3ccccn23)c1,28.7%,-15.0%,9.4%,3.1,-11.5%[59 µM],-11.0%,-1.4%,9.7%,-2.6%
CN1C(=O)C2(c3ccccc31)N(c1ccc(F)c(Cl)c1)C(=O)CS2(=O)=O (stereo unspecified),44.6%[activator],0.8%,0.8%[57.1 µM],1.8,?,-4.8%,2.0%,-4.9%,-3.9%
Cc1ccc(S(=O)(=O)Nc2ccccc2-c2ccccc2)cc1,50.0%[activator],-0.6%,13.9%,6.4,121.2%[activator],-3.2%,1.4%,16.7%,-4.1%
CC(=O)c1cc(N2CCC(C(=O)O)CC2)ccc1[N+](=O)[O-],35.4%,3.6%,-20.3%,3.4,-21.5%,-7.3%,0.0%,-6.3%,25.0%
CCO[C@@H]1OC(C(=O)N2CCOCC2)=C[C@H](c2coc3ccccc3c2=O)[C@H]1CCCO,33.7%,-3.4%,1.9%,2.1,25.4%[59 µM],6.9%,3.5%,-31.7%,-3.3%
CCOC(=O)C1CCC(CN(Cc2c(Cl)cccc2Cl)S(=O)(=O)c2ccc(Cl)cc2)CC1 (stereo unspecified),11.6%,1.9%,5.4%,2.0,15.5%[59 µM],-6.8%,7.1%,-9.2%,-1.1%
c1ccc(CCNc2nc(-c3cccnc3)cs2)cc1,?,·,?,-4.6,-22.4%[59 µM],·,0.1%,-32.5%,7.1%
Cc1ccsc1C(=O)OCC(=O)NCC1CCCO1 (stereo unspecified),13.4%,0.7%,5.4%,6.6,10.6%[59 µM],i,9.2%,-7.2%,0.3%
COc1ccc(NS(=O)(=O)c2ccc3c(c2)N(C(C)=O)CC(C)S3)c(OC)c1 (stereo unspecified),23.2%,-2.8%,-21.8%,-2.5,8.7%[0.501 µM],-7.7%,12.3%,-13.0%,-6.4%
O=C1CCCN1CC(O)CS(=O)(=O)c1ccccc1 (stereo unspecified),18.9%,-16.6%,4.9%,3.1,?,-7.4%,4.3%,-17.2%,-8.4%
Cc1ccc(C)c(N2CCN(S(=O)(=O)c3ccc4c(c3)CC(=O)N4C)CC2)c1,16.2%&31.1%,11.2%&-0.9%,-19.7%&-10.7%,-19.9&-1.4,1.1%[59 µM],-7.1%&-4.9%,0.5%&-3.3%,-31.0%&-26.4%,44.9%&25.3%[activator]
COCc1ccccc1C1=CC(=O)C[C@H](c2ccc(F)cc2)C1,41.2%[activator],-6.1%,7.5%,-4.3,-10.7%[0.501 µM],-3.9%,19.6%,7.1%,3.4%
CC(C)c1ccc(NC(=S)NC2CC3C=CC2C3)cc1 (stereo unspecified),28.3%,-3.4%,-17.8%,-1.7,·,-0.2%,7.1%,-10.0%,-7.1%
COC(=O)c1sc(=S)n(-c2cccc(Cl)c2)c1N,-31.1%,1.8%,-3.8%,0.4,29.9%[0.501 µM],-5.7%,-2.2%,-36.0%,0.2%
CCOC(=O)c1c(-c2cccc([N+](=O)[O-])c2)csc1N,-23.9%,-6.0%,50.1µM*,-2.0,?,-1.3%,38.8%[activator],?,-7.6%
O=C(CSc1nnc(-c2ccco2)n1CC1CCCO1)N1CCCCC1 (stereo unspecified),5.9%,-5.9%,-3.8%,-2.9,?,5.8%,8.6%,-12.7%,-0.7%
